Assay outcomes as filed in PubChem BioAssay.
IL2 activator: qHTS of IL-2 Activators; IL-2 activation reporter assay, cell-based qHTS; stimulated with anti-CD3/CD4/CD28 beads; in transgenic mouse T cells; activation, % (series mostly up to about 46 µM); 0.065% of 360,000 active; AID 652025, 2013; in the data active means activation above about 50%; inconclusive means mostly about 30% to 49%; further: 0% is about no effect
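Quantitative HTS in unstimulated transgenic mouse T cells, with memory T cells as non-tolerant control and PMA/ionomycin as tolerance-bypass control. Compound pretreatment lasted 60 minutes before 18 h bead stimulation; EGFP/DsRed fluorescence read.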
PLK1 PBD inh: qHTS for Inhibitors of PLK1-PDB (polo-like kinase 1 - polo-box domain): Primary Screen | Serine/threonine-protein kinase PLK1 (Homo sapiens), P53350 | Plk1 PBD binding of FITC phosphopeptide, fluorescence polarization | Potency, µM, for the others: max response, negative = inhibition, actives largely listed as inhibitors | 2.8% of 360,000 active; further: potency means the concentration at half of the fitted maximal effect; series mostly up to about 57 µM; on the % scale 0 is the no-effect control and ±100 the full control effect; nearly all actives have a fitted effect of over 65% in size
D3 ag: qHTS of D3 Dopamine Receptor Agonist: qHTS; D(3) dopamine receptor (Homo sapiens), P35462; D3R DiscoveRx beta-arrestin cells, luminescence, 90 min; max activation, %; 0.58% of 410,000 active; AID 652048, 2013; in the data active means max activation above about 30%; further: 0% is about no effect; mostly tested at two doses, the higher about 12 µM
Target sequence (P35462 whole entry, looked up): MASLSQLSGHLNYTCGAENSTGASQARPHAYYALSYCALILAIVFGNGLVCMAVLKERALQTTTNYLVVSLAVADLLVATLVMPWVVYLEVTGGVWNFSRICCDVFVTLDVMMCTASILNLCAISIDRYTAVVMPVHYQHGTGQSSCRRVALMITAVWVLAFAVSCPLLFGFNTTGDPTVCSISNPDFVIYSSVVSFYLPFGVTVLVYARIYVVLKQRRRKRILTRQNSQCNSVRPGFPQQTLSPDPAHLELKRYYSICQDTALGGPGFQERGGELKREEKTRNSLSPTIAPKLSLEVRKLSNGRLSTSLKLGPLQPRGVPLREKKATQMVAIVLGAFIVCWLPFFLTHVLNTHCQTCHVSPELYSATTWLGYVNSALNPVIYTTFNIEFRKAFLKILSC
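Cells at 1500/well, incubated overnight, then treated with pinned compounds (dopamine as control) for 90 min at 37 degrees C. DiscoveRx reagent added for 30 - 60 minutes at room temperature; luminescence read.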
PI5P4Ka inh: qHTS for Inhibitors of phosphatidylinositol 5-phosphate 4-kinase (PI5P4K) | Phosphatidylinositol 5-phosphate 4-kinase type-2 alpha (Homo sapiens), P48426 | PI5P4Kalpha enzyme, ADP-Glo luminescence, 60 min; stronger effect = lower value | max response, % | 1.2% of 330,000 active; active means max response of -50% or lower; inconclusive means between -30% and -50%; inactive means -30% or higher; further: value at the top dose of about 77 µM; on the % scale 0 is the no-effect control and ±100 the full control effect
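Quantitative HTS of the MLSMR library against PI5P4Kalpha with substrate. ATP added last at 5 microM final; room temperature, 60 minutes. Remaining ATP depleted, ADP converted and read as luminescence.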
GLP1R inv ag: qHTS of GLP-1 Receptor Inverse Agonists (Inhibition Mode) | Glucagon-like peptide 1 receptor (Homo sapiens), P43220 | HEK293 GLP-1R CRE-luciferase, luminescence, 24 h; GLP-1R form is constitutively active | Potency, µM (doses to about 38.3 µM), inactives show top-dose activity change, negative = inhibition, hits mostly inhibitors | 1.6% of 410,000 active | AID 624417, 2012; further: potency means the concentration at half of the fitted maximal effect; on the % scale 0 is the no-effect control and ±100 the full control effect; nearly all actives have a fitted effect of over 55% in size
Target sequence (P43220 whole entry, looked up): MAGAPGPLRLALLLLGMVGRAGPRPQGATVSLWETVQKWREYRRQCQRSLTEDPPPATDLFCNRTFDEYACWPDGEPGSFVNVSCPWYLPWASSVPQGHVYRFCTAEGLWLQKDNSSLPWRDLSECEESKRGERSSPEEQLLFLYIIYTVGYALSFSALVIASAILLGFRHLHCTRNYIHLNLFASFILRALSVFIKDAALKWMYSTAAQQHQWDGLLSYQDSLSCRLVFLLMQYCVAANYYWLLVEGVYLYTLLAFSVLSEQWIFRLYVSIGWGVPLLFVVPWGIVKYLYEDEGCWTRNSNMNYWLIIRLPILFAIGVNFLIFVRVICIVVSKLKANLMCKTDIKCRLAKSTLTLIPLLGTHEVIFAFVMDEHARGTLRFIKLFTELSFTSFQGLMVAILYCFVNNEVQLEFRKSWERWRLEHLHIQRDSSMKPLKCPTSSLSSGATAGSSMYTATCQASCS
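Constitutively active GLP-1R drives a cAMP-responsive luciferase in stably transfected HEK293 cells; test compounds are added after overnight (12 h) attachment and left 24 hr, and signal loss in luminescence marks inhibition.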
GLP1R cytotox: qHTS of GLP-1 Receptor Inverse Agonists: Cytotox Screen; HEK293 cAMP-luciferase reporter cells, luminescence, 24 h; Potency, µM (series often up to 38.3 µM), for inactives: at the highest dose activity change, negative = inhibition, usual class: inhibitors; 0.13% of 410,000 active; AID 624418, 2012;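 further: loss of luciferase light is scored as toxicity; potency means the concentration at half of the fitted maximal effect; on the % scale 0 is the no-effect control and ±100 the full control effect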
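Here, cytotoxicity is scored as loss of luminescence. The MLSMR collection was tested on cells seeded in medium containing 10% Nu serum, with a 24 hr compound exposure preceded by 12 hours of culture.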
D3 antag: qHTS of D3 Dopamine Receptor Antagonist: qHTS; 2.5% of 360,000 active; D3R cells, DiscoveRx beta-arrestin luminescence, antagonist mode; stronger effect = lower value; D(3) dopamine receptor (Homo sapiens), P35462; max response, negative = inhibition, %; in the data active means max response below about -50%; inconclusive means no clear call, values can overlap the other calls; further: on the % scale 0 is the no-effect control and ±100 the full control effect; mostly tested at two doses, the higher about 12 µM
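Cells expressing the human receptor were seeded at 1500 cells/well, incubated overnight at 37 degrees C in 5% CO2, then exposed to library compounds with dopamine controls for 90 minutes at 37 degrees C before luminescent detection.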
GLP1R ag: qHTS of GLP-1 Receptor Agonists; AID 624172, 2012; 0.007% of 380,000 active; Potency, µM (highest dose often 45.6 µM), for the others: at the highest dose activation, hits mostly activators; Glucagon-like peptide 1 receptor (Homo sapiens), P43220; HEK293 GLP-1R CRE-luciferase, luminescence, 4-6 h; cells express a hypersensitive GLP-1R form; further: potency means the concentration at half of the fitted maximal effect; % of control where 0% means no effect
WRN helicase inh: qHTS for Inhibitors of WRN Helicase | WRN helicase unwinding, fluorescent forked duplex, kinetic | Bifunctional 3'-5' exonuclease/ATP-dependent helicase WRN (Homo sapiens), Q14191 | 0.46% of 360,000 active | Potency, µM (doses to about 114 µM), for the others: at the highest dose activity change, negative = inhibition, hits mostly inhibitors; further: potency means the concentration at half of the fitted maximal effect; on the % scale 0 is the no-effect control and ±100 the full control effect; nearly all actives have a fitted effect of over 55% in size
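WRN at 20 nM final preincubated with compound 15 min at room temperature; reaction started with 100 nM fluorophore/quencher forked duplex oligonucleotide and 2 mM ATP final. Unwinding followed kinetically by red fluorescence (ex 525, em 598 nm).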
* = called active by the depositor; [ ] = remark or other dose. Unless noted, the call rests on the fitted dose curve; in most records, active means well fitted curve in the direction sought with a large enough effect; inconclusive means small, poorly fitted or top-dose-only effect, or another doubt; inactive means no such curve, though single readings can be large; an effect the other way counts as inactive or inconclusive.

A first look:
For O=C(O)c1ccc(CNCc2cccc(OCc3ccc(F)cc3)c2)cc1 the results were IL2 activator -1.7, PLK1 PBD inh -4%, D3 ag 0, PI5P4Ka inh 2, GLP1R inv ag 1%, GLP1R cytotox -23%, D3 antag -7, GLP1R ag -6% and WRN helicase inh 5%.
For Cc1ccccc1NC(=O)CCC(=O)OCC(=O)c1cccc([N+](=O)[O-])c1 the results were IL2 activator 0.9, PLK1 PBD inh -6%, D3 ag -6, PI5P4Ka inh 3, GLP1R inv ag 5%[0.307 µM], GLP1R cytotox -1%[0.307 µM], D3 antag -18, GLP1R ag 5% and WRN helicase inh 5%.

The list itself, repeating the preview:
For O=C(O)c1ccc(CNCc2cccc(OCc3ccc(F)cc3)c2)cc1 the results were IL2 activator -1.7, PLK1 PBD inh -4%, D3 ag 0, PI5P4Ka inh 2, GLP1R inv ag 1%, GLP1R cytotox -23%, D3 antag -7, GLP1R ag -6% and WRN helicase inh 5%.
For Cc1ccccc1NC(=O)CCC(=O)OCC(=O)c1cccc([N+](=O)[O-])c1 the results were IL2 activator 0.9, PLK1 PBD inh -6%, D3 ag -6, PI5P4Ka inh 3, GLP1R inv ag 5%[0.307 µM], GLP1R cytotox -1%[0.307 µM], D3 antag -18, GLP1R ag 5% and WRN helicase inh 5%.
O=C(CN(Cc1ccc2c(c1)OCO2)C(=O)CSc1nc2ccccc2o1)NC1CCCCC1 was read as IL2 activator -0.3, PLK1 PBD inh -2%, D3 ag 2, GLP1R inv ag 0%, GLP1R cytotox -20%, D3 antag 6, GLP1R ag 0% and WRN helicase inh 4%.
`COCCCn1c(Cc2csc(Nc3ccc(F)cc3)n2)nnc1SCC(N)=O` gave IL2 activator 0.2, PLK1 PBD inh -7%, D3 ag 1, PI5P4Ka inh 1, GLP1R inv ag 36%[activator], GLP1R cytotox -9%, D3 antag -5, GLP1R ag -5% and WRN helicase inh 5%[57.1 µM].
For Cc1ccc(S(=O)(=O)Nc2ccccc2C(=O)N2CCOCC2)cc1 the results were IL2 activator -1.8, PLK1 PBD inh 1%, D3 ag -11, PI5P4Ka inh -1, GLP1R inv ag 10%, GLP1R cytotox -4%, D3 antag -14, GLP1R ag -5% and WRN helicase inh 5%.
`COc1ccccc1NC(=O)c1nn(-c2ccc(F)c(F)c2)ccc1=O` gave IL2 activator -1.5, PLK1 PBD inh -5%, D3 ag 5, PI5P4Ka inh 3, GLP1R inv ag 6%, GLP1R cytotox 20%, D3 antag 4, GLP1R ag 5% and WRN helicase inh -18%.
Cc1nnc(NC(=O)CSc2ccc(-c3cccnc3)nn2)s1 was read as IL2 activator -0.1, PLK1 PBD inh -14%, D3 ag -3, PI5P4Ka inh -1, GLP1R inv ag 22%, GLP1R cytotox -4%, D3 antag 2, GLP1R ag 16% and WRN helicase inh 5%.
N#CC1=C(N)Oc2cc(N)ccc2C1c1ccc(Cl)cc1 (configuration not stated) was read as IL2 activator -2.5, PLK1 PBD inh 3%, D3 ag -5, PI5P4Ka inh -2, GLP1R inv ag inconclusive, GLP1R cytotox 11%, D3 antag -8, GLP1R ag 7% and WRN helicase inh -9%.
Screening CCc1ccc(NC(=O)C(C)Nc2ccc(S(=O)(=O)NC(C)=O)cc2)cc1 (configuration not stated) returned IL2 activator -1.6, PLK1 PBD inh -8%, D3 ag 2, PI5P4Ka inh -8, GLP1R inv ag 35%[activator], GLP1R cytotox -2%, D3 antag 1, GLP1R ag -5% and WRN helicase inh 7%[57.1 µM].
For CC[C@@]1(c2cccc(C)c2)C(=O)N(C(=O)OC)N1C(=O)OC the results were IL2 activator 0.1, PLK1 PBD inh 9.5µM*, D3 ag 10, PI5P4Ka inh -9, GLP1R inv ag 5%, GLP1R cytotox -1%, D3 antag -5, GLP1R ag -3% and WRN helicase inh -5%.
For Cc1c(C)c2ccc(OCC(=O)NCCCN3CCCC3=O)cc2oc1=O the results were IL2 activator 0.2, PLK1 PBD inh -5%, D3 ag 0, PI5P4Ka inh 0, GLP1R inv ag 16%, GLP1R cytotox 0%, D3 antag -1, GLP1R ag 4% and WRN helicase inh 1%.
`CC(C)CCn1cnc2c1c(=O)n(CC(=O)NC(N)=O)c(=O)n2Cc1ccccc1` gave IL2 activator -0.3, PLK1 PBD inh 2%, D3 ag 8, PI5P4Ka inh -2, GLP1R inv ag 4%, GLP1R cytotox 0%, D3 antag 2, GLP1R ag 18% and WRN helicase inh 7%.
Screening COC(=O)c1ccc(-c2nc(O)c3cnccn23)cc1 returned IL2 activator -2.6, PLK1 PBD inh -6%, D3 ag -4, PI5P4Ka inh 2, GLP1R inv ag 8%, GLP1R cytotox -1%, D3 antag -28, GLP1R ag 7% and WRN helicase inh 4%.
For COc1ccc2cc(CCNC(=O)c3ccc(S(=O)(=O)N4CCCC4)cc3)c(=O)[nH]c2c1 the results were IL2 activator -1.0, PLK1 PBD inh 3%, D3 ag 11, PI5P4Ka inh -29, GLP1R inv ag -15%, GLP1R cytotox 3%, D3 antag 19, GLP1R ag -3% and WRN helicase inh -13%.
`O=C(Cn1cnc2ccccc2c1=O)N1CCN(c2ccccc2)CC1` gave IL2 activator 2.4, PLK1 PBD inh -7%, D3 ag -6, GLP1R inv ag 2%, GLP1R cytotox -3%, D3 antag -16, GLP1R ag -3% and WRN helicase inh 5%.
`Cc1ccc(NC(=O)C2CC=CCC2C(=O)N2CCCCC2)cc1` (configuration not stated) gave IL2 activator 2.8, PLK1 PBD inh -4%, D3 ag 1, PI5P4Ka inh -5, GLP1R inv ag -3%, GLP1R cytotox 1%, D3 antag -29, GLP1R ag -9% and WRN helicase inh 13%.
Screening COc1ccc([C@H]2C[C@@H](n3cc(COC(=O)c4ccccc4)nn3)[C@H](O)CN2C(=O)c2cccs2)cc1 returned IL2 activator -0.8, PLK1 PBD inh -10%, D3 ag -6, PI5P4Ka inh 0, GLP1R inv ag -29%, GLP1R cytotox 2%, D3 antag -28, GLP1R ag -3% and WRN helicase inh -2%.
`COc1cc(CC(=O)OCC(=O)N(C)C2CCCCC2)cc(OC)c1OC` gave IL2 activator -0.2, PLK1 PBD inh -7%, D3 ag -9, PI5P4Ka inh 2, GLP1R inv ag 7%, GLP1R cytotox 0%, D3 antag 41, GLP1R ag 0% and WRN helicase inh -1%.
`CC1CN(Cc2nc3c(c(=O)n(C)c(=O)n3C)n2CC(=O)c2ccccc2)CC(C)O1` (configuration not stated) gave IL2 activator -1.1, PLK1 PBD inh -12%, D3 ag -10, GLP1R inv ag 24%, GLP1R cytotox 11%, D3 antag -8, GLP1R ag -1% and WRN helicase inh -3%.
For CCOC(=O)c1cc(CNC(=O)c2c(C)oc3c2CCCC3)c(C)o1 the results were IL2 activator -0.7, PLK1 PBD inh -21%, D3 ag 1, PI5P4Ka inh 8, GLP1R inv ag 11%, GLP1R cytotox 5%, D3 antag 10, GLP1R ag 0% and WRN helicase inh -6%.
Screening CCN(C(=O)CSC1=Nc2ccccc2C2CC=NN12)C1CCS(=O)(=O)C1 (configuration not stated) returned IL2 activator 0.3, PLK1 PBD inh -13%, D3 ag -3, PI5P4Ka inh -2, GLP1R inv ag 0%, GLP1R cytotox -8%, D3 antag inconclusive, GLP1R ag 4% and WRN helicase inh 13%.
For CCCS(=O)(=O)NC(=O)C1(C)CCN(C(=O)c2cc(OC)c(OC)c(OC)c2)C1 (configuration not stated) the results were IL2 activator 0.5, PLK1 PBD inh -8%, D3 ag -21, PI5P4Ka inh -4, GLP1R inv ag 19%, GLP1R cytotox 3%, D3 antag 20, GLP1R ag -2% and WRN helicase inh 3%.
Screening CCOc1ccc(N(CC(=O)Nc2cc(Cl)ccc2C)S(C)(=O)=O)cc1 returned IL2 activator -0.1, PLK1 PBD inh -1%, D3 ag 0, PI5P4Ka inh 1, GLP1R inv ag inconclusive, GLP1R cytotox -35%, D3 antag -9, GLP1R ag 16% and WRN helicase inh 3%.
For CC(C)Oc1cc(F)ccc1-c1cc(C(=O)NCc2ccccn2)[nH]n1 the results were IL2 activator -0.2, PLK1 PBD inh -4%, D3 ag -10, PI5P4Ka inh -11, GLP1R inv ag 2%, GLP1R cytotox -1%, D3 antag 0, GLP1R ag 7% and WRN helicase inh 8%[57.1 µM].
Screening CCc1nc(SCC(=O)N2CCCCCC2)c2c(=O)n(C)c(=O)n(C)c2n1 returned IL2 activator -2.4, PLK1 PBD inh -16%, D3 ag -4, PI5P4Ka inh 6, GLP1R inv ag -22%, GLP1R cytotox -15%, D3 antag 24, GLP1R ag -3% and WRN helicase inh 4%.
Screening Cc1ccc(S(=O)(=O)CCSc2ccc(C(F)(F)F)cn2)cc1 returned IL2 activator 0.1, PLK1 PBD inh -9%, D3 ag -2, PI5P4Ka inh -7, GLP1R inv ag -4%, GLP1R cytotox 1%, D3 antag -9, GLP1R ag -6% and WRN helicase inh 1%.
Cc1ccc(NC(=O)CN(C)C(=O)c2cc(-c3ccco3)nc3ccccc23)cc1 was read as IL2 activator -3.5, PLK1 PBD inh inconclusive, D3 ag 2, PI5P4Ka inh -95*, GLP1R inv ag inconclusive, GLP1R cytotox -2%, D3 antag 29, GLP1R ag 18% and WRN helicase inh 71µM*.
`CCc1cc2cc(C)cc(C)c2nc1SCC(=O)N1CCCC1` gave IL2 activator -2.3, PLK1 PBD inh -6%, D3 ag 1, PI5P4Ka inh 10, GLP1R inv ag 0%, GLP1R cytotox -5%, D3 antag 90, GLP1R ag -1% and WRN helicase inh -7%.
Screening CCOc1cc(/C=N/NC(=O)c2cccs2)cc([N+](=O)[O-])c1O returned IL2 activator 1.4, PLK1 PBD inh inconclusive, D3 ag 2, PI5P4Ka inh inconclusive, GLP1R inv ag 31%, GLP1R cytotox 0%, D3 antag -28, GLP1R ag 0% and WRN helicase inh inconclusive.
